D1 potentiator – human D1 dopamine receptor positive modulation. P21728. HEK293 TREx D1 cells, calcium flux, dopamine EC20 potentiation. 0.036% of 360,000 active. potentiation, % at 10 µM. AID 504651; in the data active means potentiation above about 30%; further: 0% is about no effect
D2 potentiator – positively modulates the human D2 dopamine receptor allosterically | P14416 | HEK293 T-REx D2, calcium flux, EC20 dopamine potentiation | potentiation, % at 10 µM | 0.34% of 340,000 active | AID 485347;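 active means potentiation over 3 SD above the plate norm, cut at about 30% in these data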; further: 0% is about no effect
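Using a no-wash calcium dye in inducible, force-coupled HEK293 Trex cells expressing D2, we tracked fluorescence each second for 180 s after compound, then for 180 s after EC20 dopamine to detect augmented signalling.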
RXFP1 antag – RXFP1 (human) relaxin receptor antagonism. Q9HBX9. 0.59% of 350,000 active. HEK293-RXFP1, relaxin-stimulated cAMP HTRF, 30 min; hits give low values. activity change, negative = inhibition, % at 57.5 µM;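 active means activity change of -60% or lower, but not beyond a set lower limit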; further: on the % scale 0 is the no-effect control and ±100 the full control effect
Target sequence (Q9HBX9 whole entry, looked up): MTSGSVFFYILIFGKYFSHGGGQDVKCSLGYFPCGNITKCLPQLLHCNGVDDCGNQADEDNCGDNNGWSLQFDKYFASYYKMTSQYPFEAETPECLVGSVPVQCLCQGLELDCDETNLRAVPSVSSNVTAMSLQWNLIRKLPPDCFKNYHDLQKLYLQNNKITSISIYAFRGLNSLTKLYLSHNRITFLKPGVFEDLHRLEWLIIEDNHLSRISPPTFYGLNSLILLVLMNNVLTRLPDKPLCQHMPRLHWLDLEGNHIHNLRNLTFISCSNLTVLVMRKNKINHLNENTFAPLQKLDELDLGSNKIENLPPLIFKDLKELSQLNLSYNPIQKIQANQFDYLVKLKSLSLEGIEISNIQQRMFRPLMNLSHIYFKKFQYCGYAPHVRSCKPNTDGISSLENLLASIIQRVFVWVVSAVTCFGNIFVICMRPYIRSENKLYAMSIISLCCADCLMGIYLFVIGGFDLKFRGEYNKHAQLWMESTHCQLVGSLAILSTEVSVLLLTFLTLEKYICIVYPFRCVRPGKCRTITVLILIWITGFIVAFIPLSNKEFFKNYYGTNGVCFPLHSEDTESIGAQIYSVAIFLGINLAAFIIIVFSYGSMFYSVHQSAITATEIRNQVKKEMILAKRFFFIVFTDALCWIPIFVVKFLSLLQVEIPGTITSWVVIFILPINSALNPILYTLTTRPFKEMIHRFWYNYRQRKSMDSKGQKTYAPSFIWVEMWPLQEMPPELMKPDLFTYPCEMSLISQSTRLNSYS
D1 ag – activates the human D1 dopamine receptor; HEK293 T-REx D1 cells, calcium flux, agonist mode; 1% of 360,000 active; AID 504660; activation, % at 2 µM; in the data active means activation above about 30%; further: 0% is about no effect
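Tetracycline-induced HEK293 TREx D1 cells, force-coupled to calcium signalling, were dye-loaded with a no-wash calcium kit. Compound was pin-added after a 10 s baseline. Fluorescence was read kinetically at 1 cycle/s for 180 s, with calcium rises flagged as agonism.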
D2 agonist – agonists of human D2 dopamine receptor; AID 485358; 0.53% of 340,000 active; activation, % at 2 µM; HEK293 T-REx D2 cells, calcium flux agonist mode;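 active means activation over 3 SD above normal in the single-dose calcium agonist read, cut at about 30% in these data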; further: 0% is about no effect
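Tetracycline-induced HEK293 T-REx cells with force-coupled D2 receptor, plated overnight at 30 C, loaded with no-wash calcium dye. After a 10 s baseline, compound was pin-added and calcium flux read kinetically for 180 s; calcium rises flagged agonists.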
D2 antagonist – D2 dopamine receptor (human) antagonism; 2% of 340,000 active; HEK293 TREx D2 cells, calcium flux, dopamine EC80; AID 485344; P14416; inhibition, % at 10 µM; in the data active means inhibition above about 30%; further: 0% is about no effect
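Overnight-induced (tetracycline, 30 C) HEK293 T-REx cells carrying force-coupled D2 receive a no-wash calcium dye, then compound, then EC80 dopamine at 180 s; signals are read kinetically throughout.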
TRHR PAM – TRH receptor (human) allosteric enhancement. TRHR cells, fluo-8 calcium fluorescence, EC20 TRH enhancement. enhancement, % at 2 µM. 0.66% of 360,000 active; in the data active means enhancement above about 30%; further: 0% is about no effect
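Enhancer read-out: after compound pinning and an initial kinetic agonist-mode read, an EC20 of TRH (10 nM final) was injected and fluo-8 calcium signal (Ex 480/Em 530) followed at 1 s/cycle for 100 cycles in TRHR-expressing cells.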
RXFP1 agonist – agonists of human relaxin receptor RXFP1; Q9HBX9; HEK293T-RXFP1 cAMP TR-FRET, 30 min; response scale: percent of porcine relaxin response, buffer zero; Potency, µM (doses to about 57.5 µM), for inactives: top-dose activation, actives largely listed as activators; 0.3% of 370,000 active; AID 2676; active means well fitted activation curve with a large enough effect; further: potency means the concentration at half of the fitted maximal effect; on the % scale 0 is the no-effect control and ±100 the full control effect; nearly all actives have a fitted effect of over 60% in size; many of its hits are not listed in these tables
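HEK293T cells stably expressing RXFP1 were pretreated with the PDE4 inhibitor Ro 20174, exposed to compounds for 30 min at 37C, lysed, and cAMP was read by TR-FRET. Data normalized to buffer (basal) and 29 nM porcine relaxin (100%).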
D1 antag – antagonists of human D1 dopamine receptor; P21728; HEK293 TREx D1 cells, calcium flux, dopamine EC80; hits give low values; activity change, negative = inhibition, % at 10 µM; 3.2% of 360,000 active; AID 504652; in the data active means activity change below about -30%; further: on the % scale 0 is the no-effect control and ±100 the full control effect
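Allosteric or orthosteric antagonism assessed as attenuation of the calcium response to EC80 dopamine, added 180 s after compound, in induced HEK293 Trex D1 cells loaded with no-wash calcium dye.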
* = called active by the depositor. These rows are one share of the data, so the mix of outcomes need not match the whole.

Results for Cn1ccsc1=NC(=O)c1ccc(=O)[nH]c1 ?
D1 potentiator: -11; D2 potentiator: 12; RXFP1 antag: -2; D1 ag: 8; D2 agonist: 0.6; D2 antagonist: -25; TRHR PAM: 3; RXFP1 agonist: -1.1%; D1 antag: -3

What do the screens show for `CCC(C)(C(=O)NC1CCCC1)N(C(=O)c1cnccn1)c1ccccc1` (stereo not drawn)?
D1 potentiator: -5; D2 potentiator: -9; D1 ag: 5; D2 agonist: 0.2; D2 antagonist: -1; TRHR PAM: -1; RXFP1 agonist: -0.1%; D1 antag: -45*

Results for CCc1ccc(C2c3[nH]c4ccccc4c3CCN2C(=O)c2cc[n+]([O-])cc2)cc1 (stereo not drawn) ?
D1 potentiator: 0; D2 potentiator: -1; RXFP1 antag: 0; D1 ag: 2; D2 agonist: 1.2; D2 antagonist: -12; TRHR PAM: -7; RXFP1 agonist: -1.6%; D1 antag: 1

Results for Cc1ccc(NS(=O)(=O)c2ccc(C(=O)N3CCN(S(=O)(=O)c4ccccc4)CC3)cc2)cc1 ?
D1 potentiator: -5; D2 potentiator: 3; RXFP1 antag: -19; D1 ag: 0; D2 agonist: 1.0; D2 antagonist: 6; TRHR PAM: 0; RXFP1 agonist: -3.0%; D1 antag: 9

What do the screens show for `CCCOC(=O)C[N+](C)(C)CCOC1CC2CCC1(C)C2(C)C` (stereo not drawn)?
D1 potentiator: -2; D2 potentiator: -8; RXFP1 antag: 2; D1 ag: 1; D2 agonist: 0.7; D2 antagonist: -20; TRHR PAM: -3; RXFP1 agonist: -5.5%; D1 antag: -8

How did CCSc1nnc(NC(=O)CCNS(=O)(=O)c2cc(Br)cnc2N)s1 do in these assays?
D1 potentiator: -3; D2 potentiator: 1; RXFP1 antag: -18; D1 ag: 2; D2 agonist: 0.2; D2 antagonist: 9; TRHR PAM: -4; RXFP1 agonist: 0.2%; D1 antag: 2

Results for COc1ccccc1NC(=O)c1ccc[n+]([O-])c1 ?
D1 potentiator: -1; D2 potentiator: 7; RXFP1 antag: -10; D1 ag: 3; D2 agonist: 0.1; D2 antagonist: -5; TRHR PAM: -1; RXFP1 agonist: 0.7%; D1 antag: 6

Results for COc1cccc(NC(=O)CCS(=O)(=O)c2cc3c(cc2Cl)NC(=O)CO3)c1 ?
D1 potentiator: 9; D2 potentiator: -8; RXFP1 antag: 4; D1 ag: 0; D2 agonist: 1.4; D2 antagonist: 2; TRHR PAM: -2; RXFP1 agonist: 0.6%; D1 antag: -7

Results for CC(C)(C)NC(=O)c1ccccc1NC(=O)C1CCCO1 (stereo not drawn) ?
D1 potentiator: 8; D2 potentiator: 8; RXFP1 antag: -5; D1 ag: 0; D2 agonist: -1.1; D2 antagonist: -9; TRHR PAM: 1; RXFP1 agonist: -1.9%; D1 antag: 9

How did O=C(NCCN1CCc2ccccc2C1)C1CC(=O)N(C2CCCC2)C1 (stereo not drawn) do in these assays?
D1 potentiator: -2; D2 potentiator: 14; RXFP1 antag: -1; D1 ag: 1; D2 agonist: 0.9; D2 antagonist: 33*; TRHR PAM: -3; RXFP1 agonist: 1.5%; D1 antag: 0

Results for CCOC(=O)c1c(C)[nH]c(C)c1S(=O)(=O)NCc1ccccc1OCC ?
D1 potentiator: 0; D2 potentiator: 4; RXFP1 antag: 12; D1 ag: 2; D2 agonist: 0.1; D2 antagonist: -4; TRHR PAM: -6; RXFP1 agonist: -0.9%; D1 antag: 5

How did CCN1C2=NCCCN2c2ccccc21 do in these assays?
D1 potentiator: 1; D2 potentiator: -10; RXFP1 antag: 0; D1 ag: 1; D2 agonist: -0.5; D2 antagonist: -1; TRHR PAM: -4; RXFP1 agonist: 0.9%; D1 antag: 12

What do the screens show for `Cc1cc(C)cc(OCCSc2nc(-c3cccs3)nc3cc(=O)[nH]n23)c1`?
D1 potentiator: -4; D2 potentiator: -2; RXFP1 antag: -6; D1 ag: 2; D2 agonist: -0.6; TRHR PAM: 13; RXFP1 agonist: 2.1%; D1 antag: -29

How did COc1cccc(CNC(=O)c2csc3c2CCCC3)c1 do in these assays?
D1 potentiator: 1; D2 potentiator: 0; RXFP1 antag: 5; D1 ag: 5; D2 agonist: -0.4; D2 antagonist: 11; TRHR PAM: -1; RXFP1 agonist: 1.5%; D1 antag: -9

Results for CC(=O)Nc1ccc(S(=O)(=O)N2CCN(C(=O)c3ccccc3F)CC2)cc1 ?
D1 potentiator: -5; D2 potentiator: 4; RXFP1 antag: 5; D1 ag: 2; D2 agonist: 0.6; D2 antagonist: -5; TRHR PAM: 3; RXFP1 agonist: 3.6%; D1 antag: -16

What do the screens show for `Cc1ccc(-n2ncc3c(NCCCc4ccccc4)ncnc32)cc1`?
D1 potentiator: -2; D2 potentiator: -11; RXFP1 antag: -15; D1 ag: 3; D2 agonist: -0.2; TRHR PAM: 0; RXFP1 agonist: 28%; D1 antag: -17

How did O=C(NN=C1CCCC1)c1[nH]c2ccc(Br)cc2c1-c1ccccc1 do in these assays?
D1 potentiator: 3; D2 potentiator: 5; RXFP1 antag: -28; D1 ag: 8; D2 agonist: 0.9; D2 antagonist: 4; TRHR PAM: -3; RXFP1 agonist: -0.1%; D1 antag: 11

What do the screens show for `N#CCC(=O)c1ccccc1Oc1ccc(Cl)cc1`?
D1 potentiator: -6; D2 potentiator: -4; RXFP1 antag: -10; D1 ag: 5; D2 agonist: 0.8; D2 antagonist: 12; TRHR PAM: -6; RXFP1 agonist: -1.2%; D1 antag: -11

How did COc1ccc(C(=O)N2CCC(c3c[nH]c4ccccc34)(c3c[nH]c4ccccc34)CC2)cc1 do in these assays?
D1 potentiator: 2; D2 potentiator: 2; D1 ag: 1; D2 agonist: -0.7; TRHR PAM: 24; RXFP1 agonist: -0.7%; D1 antag: 11

Results for Cc1cccc(NC2=NCC(=O)N2Cc2ccccc2)c1 ?
D1 potentiator: 4; RXFP1 antag: -2; D1 ag: -3; TRHR PAM: 7; RXFP1 agonist: 1.5%; D1 antag: 14

What do the screens show for `NCCCCc1cn(CC(=O)N2CCNCC2)nn1`?
D1 potentiator: -1; D2 potentiator: 9; D1 ag: -5; D2 agonist: -0.2; D2 antagonist: 3; TRHR PAM: -1; RXFP1 agonist: -2.3%; D1 antag: -7

How did O=C(c1ccc(N2CCN(C(=O)c3ccc(F)c(F)c3)CC2)cc1)c1cccc(F)c1 do in these assays?
D1 potentiator: 9; D2 potentiator: -7; RXFP1 antag: 1; D1 ag: 3; D2 agonist: -0.2; D2 antagonist: -11; TRHR PAM: 7; RXFP1 agonist: 17%; D1 antag: 21

How did COc1ccccc1N1CCN(CCCCOc2cccc3ccccc23)CC1 do in these assays?
D1 potentiator: -4; D2 potentiator: -19; RXFP1 antag: -35; D1 ag: 1; D2 agonist: 35*; D2 antagonist: 73*; TRHR PAM: 0; RXFP1 agonist: 1.2%; D1 antag: 3

How did CC1CCN(C(=O)CSc2nnc(CNC(=O)COc3ccc(Cl)cc3)o2)CC1 do in these assays?
D1 potentiator: -2; D2 potentiator: 4; RXFP1 antag: 5; D1 ag: 5; D2 agonist: 0.9; D2 antagonist: 19; TRHR PAM: 12; RXFP1 agonist: 0.0%; D1 antag: -4

Results for CCN(CC)CCN1C(=O)C(=O)/C(=C(/O)c2cnn(-c3ccccc3)c2C)C1c1ccc(C)o1 (stereo not drawn) ?
D1 potentiator: -3; D2 potentiator: 3; RXFP1 antag: 7; D1 ag: 1; D2 agonist: -0.2; D2 antagonist: 11; TRHR PAM: 0; RXFP1 agonist: -1.0%; D1 antag: 1

How did Cc1cccc(NC(=O)c2ccc(-n3cncn3)c([N+](=O)[O-])c2)c1 do in these assays?
D1 potentiator: -4; D2 potentiator: -6; RXFP1 antag: -19; D1 ag: 2; D2 agonist: -0.7; D2 antagonist: 0; TRHR PAM: -6; RXFP1 agonist: -0.4%; D1 antag: 0

Results for COc1ccc(CNC(=O)[C@H](C)NC(=O)C2CCN(S(=O)(=O)c3ccc(C)cc3)CC2)cc1 ?
D1 potentiator: -3; D2 potentiator: 0; RXFP1 antag: -5; D1 ag: 1; D2 agonist: 1.1; D2 antagonist: -8; TRHR PAM: -3; RXFP1 agonist: -0.1%; D1 antag: 1

What do the screens show for `Cc1cc(C)nc(SC(C)C(=O)Nc2ccc(S(N)(=O)=O)cc2)n1` (stereo not drawn)?
D1 potentiator: -3; D2 potentiator: -27; RXFP1 antag: 5; D1 ag: 0; D2 agonist: 0.7; D2 antagonist: -10; TRHR PAM: 9; RXFP1 agonist: 1.7%; D1 antag: -14

What do the screens show for `COc1cccc(C(=O)CC(=O)C(=O)Nc2cccc([N+](=O)[O-])c2C)c1`?
D1 potentiator: -7; D2 potentiator: 6; RXFP1 antag: 1; D1 ag: 1; D2 agonist: -0.7; D2 antagonist: 3; TRHR PAM: 6; RXFP1 agonist: -1.4%; D1 antag: -10

What do the screens show for `CCc1ccc(CN2CC(C(=O)O)CC2=O)cc1` (stereo not drawn)?
D1 potentiator: -8; D2 potentiator: -5; RXFP1 antag: 10; D1 ag: 3; D2 agonist: -1.1; D2 antagonist: -1; TRHR PAM: -3; RXFP1 agonist: 1.1%; D1 antag: 1

How did O=C(CCCn1c(=O)[nH]c2ccccc2c1=O)NCc1ccccc1Cl do in these assays?
D1 potentiator: 0; D2 potentiator: 4; RXFP1 antag: 1; D1 ag: 0; D2 agonist: 0.2; TRHR PAM: -1; RXFP1 agonist: -1.2%; D1 antag: -23

What do the screens show for `CN(CCC1CCOCC1)C(=O)C1CCC(=O)N(CCc2cccc(F)c2)C1` (stereo not drawn)?
D1 potentiator: -12; D2 potentiator: 0; RXFP1 antag: -8; D1 ag: 5; D2 agonist: 0.3; D2 antagonist: 0; TRHR PAM: -2; RXFP1 agonist: 0.1%; D1 antag: -2

Arranged by length of the SMILES (low to high): 4 of the compounds above
How did COc1ccccc1N1CCN(CCCCOc2cccc3ccccc23)CC1 do in these assays?
D1 potentiator: -4; D2 potentiator: -19; RXFP1 antag: -35; D1 ag: 1; D2 agonist: 35*; D2 antagonist: 73*; TRHR PAM: 0; RXFP1 agonist: 1.2%; D1 antag: 3

How did O=C(CCCn1c(=O)[nH]c2ccccc2c1=O)NCc1ccccc1Cl do in these assays?
D1 potentiator: 0; D2 potentiator: 4; RXFP1 antag: 1; D1 ag: 0; D2 agonist: 0.2; TRHR PAM: -1; RXFP1 agonist: -1.2%; D1 antag: -23

What do the screens show for `CN(CCC1CCOCC1)C(=O)C1CCC(=O)N(CCc2cccc(F)c2)C1` (stereo not drawn)?
D1 potentiator: -12; D2 potentiator: 0; RXFP1 antag: -8; D1 ag: 5; D2 agonist: 0.3; D2 antagonist: 0; TRHR PAM: -2; RXFP1 agonist: 0.1%; D1 antag: -2

How did O=C(c1ccc(N2CCN(C(=O)c3ccc(F)c(F)c3)CC2)cc1)c1cccc(F)c1 do in these assays?
D1 potentiator: 9; D2 potentiator: -7; RXFP1 antag: 1; D1 ag: 3; D2 agonist: -0.2; D2 antagonist: -11; TRHR PAM: 7; RXFP1 agonist: 17%; D1 antag: 21
